NCOA2 inhibitor = inhibition of GAL4-SRC2 driven luciferase reporter, primary screen, SRC2 inhibitor project, cell-based, luminescence; AID 651957, 2012; HEK293 GAL4-SRC2 luciferase reporter; 370,000 compounds, 0.17% hits; Nuclear receptor coactivator 2 (Homo sapiens), Q15596; inhibition, % at 9 µM;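 active = inhibition above the mean inhibition of all tested compounds plus 3 SD, set per campaign, cut at about 52% in these data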;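 also: 0% = DMSO treated cells and 100% = cells given Gossypol at 36 µM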
EBV LMP1 NFkB = EBV LMP1-driven NF-kappaB luciferase reporter inhibitors, primary screen, cell-based, luminescence, single point. AID 504558, 2011. LMP1-induced NF-kappaB luciferase reporter cells. 350,000 compounds, 0.69% hits. inhibition, % at 12.5 µM; in the data active = inhibition above about 41%;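 also: 0% = neutral control wells and 100% = reference inhibitor control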
COUP-TFII inh = NR2F2 transcriptional activity inhibitors, primary screen, cell-based, luciferase reporter, HEK293T, luminescence | COUP transcription factor 2 (Homo sapiens), P24468 | HEK293T NGFI-A luciferase reporter | inhibition, % at 8.6 µM | 370,000 compounds, 0.7% hits | AID 686940, 2013;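 active = inhibition above a per-plate cutoff, mean inhibition of test wells between control levels plus 3 SD, cut at about 38% in these data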;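 also: cells cotransfected with COUP-TFII expression vector driving the NGFI-A reporter; 0% = median of COUP-TF2 test wells and 100% = reporter-only cells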
Target sequence (P24468 whole entry, looked up): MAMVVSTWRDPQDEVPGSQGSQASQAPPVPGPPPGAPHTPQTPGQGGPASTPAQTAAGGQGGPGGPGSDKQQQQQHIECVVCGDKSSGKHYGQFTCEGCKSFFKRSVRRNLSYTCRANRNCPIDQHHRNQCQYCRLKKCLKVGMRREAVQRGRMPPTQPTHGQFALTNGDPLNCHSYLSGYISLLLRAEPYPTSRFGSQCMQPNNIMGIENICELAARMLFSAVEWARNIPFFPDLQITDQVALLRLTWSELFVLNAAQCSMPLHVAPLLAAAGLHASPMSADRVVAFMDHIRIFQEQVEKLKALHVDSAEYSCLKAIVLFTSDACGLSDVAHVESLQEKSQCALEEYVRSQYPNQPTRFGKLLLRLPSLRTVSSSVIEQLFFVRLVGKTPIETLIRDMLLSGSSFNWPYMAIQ
TLR9-MyD88 block = inhibitors of TLR9-MyD88 association in cells, primary screen, cell-based, CHO, BLA complementation, fluorescence; Toll-like receptor 9 (Homo sapiens) + Myeloid differentiation primary response protein …; CCF4 FRET ratio; inhibition, % at 4.98 µM; 340,000 compounds, 0.21% hits;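 active = inhibition above the mean over all tested compounds plus 3 SD, cut at about 21% in these data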;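 also: 0% = DMSO only wells and 100% = clavulanate BLA inhibitor control wells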
* = called active by the depositor; nt = not tested or not shown. A portion of the library (hit frequency here may not be typical).

Abbreviations – A = NCOA2 inhibitor; B = EBV LMP1 NFkB; C = COUP-TFII inh; D = TLR9-MyD88 block
> COc1cccc(OC)c1NC(=O)OC1CCC12CCC(c1ccccc1)CC2 (stereo not drawn)
  A: nt; B: nt; C: -5; D: nt

> O=C(N1CCC(C(O)(c2ccccc2)c2ccccc2)CC1)n1ncc(C(O)(c2ccccc2)c2ccccc2)n1
  A: nt; B: nt; C: 44*; D: nt

> CCC(CC)NC(=O)O[C@H]1CC[C@@]23CCCN2C(=O)CCC[C@H]3C1
  A: nt; B: nt; C: 5; D: nt

> Cc1ccc(OCCOc2ccc(Cl)cc2Cl)c(Br)n1
  A: nt; B: nt; C: -19; D: nt

> CCCC1CCC2(CC1)CCC2OC(=S)Nc1ccc(I)cc1 (stereo not drawn)
  A: nt; B: nt; C: -10; D: nt

> CCOC(=O)[C@@H](NC(=O)[C@@H]1CC=C[C@@H]2CCN(Cc3ccc(Cl)cc3)C(=O)[C@@H]21)C(C)C
  A: nt; B: nt; C: 15; D: nt

> O=C(c1ccccc1)C1CCN(c2ncnc3sccc23)CC1
  A: nt; B: nt; C: 74*; D: nt

> OC1(Cc2ccccc2)CCN(c2ncnc3sccc23)CC1
  A: nt; B: nt; C: 71*; D: nt

> S=C(Nc1cccc(Cl)c1)OCCN1CCCC12CCC(c1ccccc1)CC2 (stereo not drawn)
  A: nt; B: nt; C: -12; D: nt

> CCOC(=O)C(Cc1ccccc1)P(=O)(OCC)OCC (stereo not drawn)
  A: nt; B: nt; C: -19; D: nt

> O=[N+]([O-])c1ccc2nc(COCc3nc4ccccc4[nH]3)[nH]c2c1
  A: nt; B: nt; C: -61; D: nt

> Nc1[nH]nc2nnc(-c3c(-c4ccccc4)nn4ccccc34)cc12
  A: nt; B: nt; C: -10; D: nt

> CCOc1ccc(-c2nc(CSCC(=O)NC3CCC3)c(C)o2)cc1
  A: nt; B: nt; C: 24; D: nt

> COc1ccc(CCNC(=O)c2c(N)[nH]c(C(=O)c3ccccc3)c2-c2ccc(N(C)C)cc2)cc1
  A: nt; B: nt; C: 44*; D: nt

> C[C@H]1[C@@H](OC(=O)NCc2ccccc2Cl)CC[C@@]23CCCN2C(=O)CCC[C@@H]13
  A: nt; B: nt; C: 2; D: nt

> C[C@H]1[C@@H](OC(=O)NCc2cccnc2)CC[C@@]23CCCN2C(=O)CCC[C@@H]13
  A: nt; B: nt; C: -17; D: nt

> CCCC1CCC2(CC1)CCC2OC(=O)Nc1ccc(F)cc1 (stereo not drawn)
  A: nt; B: nt; C: 20; D: nt

> CC(C)(C)NC(=O)[C@@H](c1cccnc1)N(C(=O)c1ccco1)c1ccc(C(C)(C)C)cc1
  A: nt; B: nt; C: -3; D: nt

> CC(C)Oc1cc(C(=O)N2CCC(N3CCCCC3)CC2)ccc1Nc1nnc(Cl)c(Nc2ccccc2S(C)(=O)=O)n1
  A: nt; B: -35; C: nt; D: -1

> COc1ccc2c(c1)O[C@@H](c1cccc(C(F)(F)F)c1)[C@H](O)C2=O
  A: nt; B: 13; C: nt; D: -2

> COC(=O)c1cc2c(c3c4ccccc4n(S(=O)(=O)c4ccccc4)c13)C(=O)N(Cc1ccco1)C2
  A: -16; B: nt; C: -5; D: nt

> COc1ccc(-n2c(SCc3ccc([N+](=O)[O-])cc3)nnc2-c2ccco2)cc1
  A: -4; B: nt; C: -17; D: nt

> CC(C)C[C@H]1CN([C@@H](Cc2ccccc2)CN2CCC[C@H]2CN2C(=O)C(=O)NC[C@@H]2Cc2ccccc2)C(=O)C(=O)N1CC1CCCCCC1
  A: -3; B: nt; C: 9; D: nt

> C=CCN1C[C@H](COC(=O)c2ccc(C)c(C)c2)Oc2cccc(F)c2S1(=O)=O
  A: -6; B: nt; C: 30; D: nt

> COC(=O)[C@]12CCCCC=C1N(Cc1ccc(OC)cc1)C(=O)[C@@H]2CC(=O)NCCC(C)C
  A: -5; B: nt; C: -18; D: nt

> O[C@H](COc1cccc(Br)c1)CN1CCC(C(O)(c2ccccc2)c2ccccc2)CC1
  A: -13; B: nt; C: -6; D: nt

> Cc1ccc(NC(=O)OCCN(C)C(=O)Nc2ccc(C)cc2C)c(C)c1
  A: -6; B: nt; C: 6; D: nt

> Cn1c(=O)c(=O)n(C)c2cc(S(=O)(=O)N3CCN(c4ccccc4Cl)CC3)ccc21
  A: -14; B: nt; C: 0; D: nt

> c1ccc(-c2c[nH]c3ccc(OCc4ccc5ccccc5n4)c(-c4ccccc4)c23)cc1
  A: 10; B: nt; C: 6; D: nt

> CCOc1ccc(NC(=O)CC)cc1
  A: -7; B: nt; C: -1; D: nt

> COC(=O)C1=C(C)N(C)C(=NCc2ccc(C(F)(F)F)cc2)NC1c1ccc(C(F)(F)F)cc1 (stereo not drawn)
  A: 1; B: nt; C: 5; D: nt

> Cc1ccc(Cn2nc(C)c(NC(=O)c3cc(-c4ccc5c(c4)OCO5)on3)c2C)cc1
  A: -38; B: nt; C: 3; D: nt

> COc1ccc2c(c1)OC[C@H]1[C@H]2N2C(=O)CNC(=O)[C@@]2(C)[C@H]1c1ccccc1
  A: -8; B: nt; C: -2; D: nt

> O=C(Nc1ccc(F)cc1F)C1CCN(c2ncccn2)CC1
  A: -9; B: nt; C: -10; D: nt

> CN1C(=O)C[C@@](C#N)(C(=O)Nc2nc3ccc(F)cc3s2)[C@H]1c1ccccc1
  A: -1; B: nt; C: 0; D: nt

> CCOC(=O)c1cccc(NC(=O)CN(C)S(=O)(=O)c2cc3ccccc3s2)c1
  A: -6; B: nt; C: 4; D: nt

> C=C(C)Cn1c(SCC(=O)N/N=C(\C)c2ccc([N+](=O)[O-])cc2)nnc1-c1ccc(Br)cc1
  A: 4; B: nt; C: 4; D: nt

> O=C(Nc1ccc(Cl)cc1)OCC12COCN1COC2
  A: -21; B: nt; C: -11; D: nt

> CCOC(=O)Cn1cc(CN2C(C(=O)OC)CN(Cc3ccc(F)cc3)CCS2(=O)=O)nn1 (stereo not drawn)
  A: 12; B: nt; C: -10; D: nt

> CCCCCN(C(=O)CCc1cn(CCCCC)c2ccccc12)c1ccc(Oc2cccnc2)cc1
  A: -1; B: nt; C: 5; D: nt

> COCCCN1C(=O)[C@H](CC(=O)N2CCSCC2)[C@]2(C(=O)OC)CCCCC=C12
  A: 14; B: nt; C: 13; D: nt

> Nc1nc2c(ncn2[C@@H]2O[C@H](C(=O)N[C@@H](Cc3ccccc3)C(=O)NCc3ccccc3)[C@@H](O)[C@H]2O)c(=O)[nH]1
  A: 21; B: nt; C: -26; D: nt

> CCNc1nc(=S)nc(NCc2ccccc2)[nH]1
  A: -2; B: nt; C: 4; D: nt

> CCCCn1cnc2c(=O)[nH]ccc21
  A: -6; B: nt; C: -20; D: nt

> CC(C)(C)C(=O)OCOP(=O)(COCCn1cnc2c(N)ncnc21)OCOC(=O)C(C)(C)C
  A: 8; B: nt; C: -24; D: nt

> C[C@@H]1COc2cccc(NCCO)c2S(=O)(=O)N1
  A: -4; B: nt; C: 1; D: nt

> CCC(O)(c1ccc(NC(=O)OC(C)(C)C)cc1)c1cc(OC)cc(OC)c1 (stereo not drawn)
  A: 9; B: nt; C: 7; D: nt

> C[C@H](O)[C@@H]1C(=O)N2CCc3c([nH]c4c(-c5ccccc5)cccc34)[C@@H]2C[C@@H]1N(C)C(=O)c1cc(Cl)cc(Cl)c1
  A: -10; B: nt; C: -2; D: nt

> COC(=O)C1=C(C)N(Cc2ccccc2C(F)(F)F)C(=NCc2cccc(C(F)(F)F)c2)NC1c1ccc(F)cc1 (stereo not drawn)
  A: 10; B: nt; C: 35; D: nt

> COc1ccc(CC(=O)Nc2ccc(C)cc2S(=O)(=O)N2CCOCC2)cc1OC
  A: -6; B: nt; C: -2; D: nt

(list continues)
Abbreviations – A = NCOA2 inhibitor; B = EBV LMP1 NFkB; C = COUP-TFII inh; D = TLR9-MyD88 block
> CCc1noc(C)c1C(=O)N1CCN(CC(=O)OC)CC1
  A: -11; B: nt; C: -14; D: nt

> COC(=O)C1CN(CC(C)C)CCS(=O)(=O)N1Cc1ccc(C(F)(F)F)cc1 (stereo not drawn)
  A: 11; B: nt; C: 15; D: nt

> C[C@@H]1ON(C)[C@H]2C[C@H]3c4[nH]c5c(-c6ccc(F)cc6)cccc5c4CCN3C(=O)[C@@H]12
  A: -18; B: nt; C: -16; D: nt

> c1ccc(CN2CCCC3CC2c2ccccc23)cc1 (stereo not drawn)
  A: -1; B: nt; C: 10; D: nt

> COC(=O)[C@]12C[C@H](CC(=O)NCC34CC5CC(CC(C5)C3)C4)C(=O)N(Cc3ccc4c(c3)OCO4)C1=C[C@H](COCc1ccccc1)O[C@@H]2C
  A: -44; B: nt; C: -13; D: nt

> O=C(C1CC1)n1ccc2ccc(-c3ccc4ccn(Cc5ccccc5)c4c3)cc21
  A: -26; B: nt; C: -3; D: nt

> C[C@H](O)[C@@H]1C(=O)N2CCc3c([nH]c4c(-c5ccc6c(c5)OCO6)cccc34)[C@@H]2C[C@@H]1N(C)C(=O)NC1CCCCC1
  A: 10; B: nt; C: 15; D: nt

> COc1ccc(OC)c(S(=O)(=O)N2CCCC(c3noc(-c4ccc(C)cc4)n3)C2)c1 (stereo not drawn)
  A: 10; B: nt; C: 5; D: nt

> COC(=O)C1=C(C)N(C)C(=NCc2cccc(C(F)(F)F)c2)NC1c1cccc(Cl)c1 (stereo not drawn)
  A: 5; B: nt; C: -3; D: nt

> O=C(C1CCN(c2ncnc3c2sc2cccc(F)c23)CC1)N1CCN(Cc2ccccc2)CC1
  A: 7; B: nt; C: 7; D: nt

> CC(C)(C)OC(=O)NCCc1ccccc1/C=C/S(=O)(=O)NCc1ccc(F)cc1
  A: 10; B: nt; C: 13; D: nt

> Cc1ccc(CN2CCCCC(NC(=O)Nc3ccccc3-c3ccccc3)C2=O)cc1 (stereo not drawn)
  A: -21; B: nt; C: 15; D: nt

> O=S(=O)(CC1NCCc2ccccc21)NCCc1ccccc1 (stereo not drawn)
  A: -17; B: nt; C: -1; D: nt

> COC[C@@H]1CCCN1c1cccc2c1S(=O)(=O)N1CC[C@@H](C1)O2
  A: 17; B: nt; C: -35; D: nt

> CCCCCCCCN1C(=O)[C@@H](CC(=O)NCc2ccc(C)o2)C[C@@]2(C(=O)OC)C1=C[C@H](C1CCCC1)O[C@@H]2C
  A: -9; B: nt; C: 14; D: nt

> COC(=O)[C@@]12CCCCC=C1N(CCc1ccc(Cl)cc1)C(=O)[C@H]2CC(=O)NCC12CC3CC(CC(C3)C1)C2
  A: 15; B: nt; C: -12; D: nt

> COC(=O)C1CCCN(C(=O)C(Cc2ccc3c(c2)OCO3)NC(C)=O)C1 (stereo not drawn)
  A: 6; B: nt; C: 9; D: nt

> COc1cc(/C=N/n2c(-c3cc(-c4ccccc4)n[nH]3)n[nH]c2=S)ccc1OCc1ccccc1
  A: -13; B: nt; C: -62; D: nt

> CCCc1cc(-c2[nH]ncc2-c2ccc3c(c2)OCCCO3)c(O)cc1OC
  A: -32; B: nt; C: -6; D: nt

> COCCN1C(=O)C2=C(C1=O)C1N(C)c3ccccc3[C@@]13C[C@@H](CO)N(C(C)=O)C3=N2 (stereo partly drawn)
  A: 5; B: nt; C: -12; D: nt

Shown as a hit in COUP-TFII inh, among the entries above:
Abbreviations – A = NCOA2 inhibitor; B = EBV LMP1 NFkB; C = COUP-TFII inh; D = TLR9-MyD88 block
> O=C(N1CCC(C(O)(c2ccccc2)c2ccccc2)CC1)n1ncc(C(O)(c2ccccc2)c2ccccc2)n1
  A: nt; B: nt; C: 44*; D: nt

> O=C(c1ccccc1)C1CCN(c2ncnc3sccc23)CC1
  A: nt; B: nt; C: 74*; D: nt

> OC1(Cc2ccccc2)CCN(c2ncnc3sccc23)CC1
  A: nt; B: nt; C: 71*; D: nt

> COc1ccc(CCNC(=O)c2c(N)[nH]c(C(=O)c3ccccc3)c2-c2ccc(N(C)C)cc2)cc1
  A: nt; B: nt; C: 44*; D: nt

Next section.
Abbreviations – A = NCOA2 inhibitor; B = EBV LMP1 NFkB; C = COUP-TFII inh; D = TLR9-MyD88 block
> Cc1ccc(-n2c(SCC(=O)Nc3ccc(S(=O)(=O)Nc4nccs4)cc3)nnc2-c2ccccn2)cc1
  A: 9; B: nt; C: -6; D: nt

> C[C@H](O)[C@@H]1C(=O)N2CCc3c([nH]c4c(-c5ccccc5)cccc34)[C@@H]2C[C@@H]1N(C)C(=O)OCc1ccccc1
  A: -21; B: nt; C: 15; D: nt

> C=CCNC(=O)CN(C(=O)c1csc2ccc(Cl)cc12)c1cccc(Br)c1
  A: -19; B: nt; C: 30; D: nt

> CC(=NNc1cc(C)c2ccccc2n1)c1ccccn1
  A: -17; B: nt; C: 5; D: nt

> CCOC(=O)[C@@]12CCCC=C1N(CCc1ccc(Cl)cc1)C(=O)[C@H]2CC(=O)NCc1ccccc1
  A: 7; B: nt; C: 15; D: nt

> C#CCNC(=O)C[C@H]1C[C@@]2(C(=O)OC)C(=C[C@H](C(C)C)O[C@@H]2C2CC2)N(Cc2ccc3c(c2)OCO3)C1=O
  A: -11; B: nt; C: 5; D: nt

> CCOC(=O)[C@]12CCCC=C1N(CCCOC)C(=O)[C@@H]2CC(=O)N1CCC(c2ccccc2)CC1
  A: 3; B: nt; C: -4; D: nt

Compound activity: PubChem BioAssay, several laboratories
